# High-throughput results: PubChem, Sanford-Burnham Center for Chemical Genomics
# ER stress death: ER stress cell death inhibition; CSM14.1 thapsigargin ER stress survival, ATP luminescence; relative survival (cellular ATP), % at 15 µg/mL (by protocol); 0.33% of 48,000 active; AID 1010;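 active = survival measured by cellular ATP above 50% at 15 µg/ml in the first screen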;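 also: cell death triggered by about 15 µM thapsigargin; ATP read 24 h after thapsigargin was added; plate controls were thapsigargin with DMSO for no effect and DMSO without thapsigargin for full effect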
# An asterisk follows results filed as active. Not all compounds are listed; rates above refer to the full screens.
Compound	ER stress death
CSc1ccc(C2Nc3ccccc3NC3=C2C(=O)CC(C)(C)C3)cc1 (stereo unspecified)	11.2
Oc1ccc(C2Nc3ccc4ccccc4c3C3C=CCC32)cc1 (stereo unspecified)	-6.0
O=C(Nc1cccc2ccccc12)c1cnccn1	5.6
CCn1c2ccccc2c2cc(CN3CCN(C(=O)c4cc(OC)c(OC)c(OC)c4)CC3)ccc21	113.0*
C(=C(\c1ccccc1)c1nc2ccccc2[nH]1)/c1ccccc1	3.0
CCN1C(=O)CSC1=Nc1ccc(Cl)c(Cl)c1	-28.5
CCOC(=O)c1c(NC(=O)c2cc3n(n2)C(C(F)(F)F)CC(c2ccco2)N3)sc(C)c1C (stereo unspecified)	-7.1
O=C(COc1ccccc1[N+](=O)[O-])Nc1cccnc1	0.9
CCOC(=O)COc1ccc(/C=C2\SC(=Nc3cccc(Cl)c3C)NC2=O)cc1OCC	-1.4
COc1c(Cl)cc(C(=O)Nc2ccc(Cl)c(-c3nc4ccccc4o3)c2)cc1Cl	11.0

# (more compounds)
Compound	ER stress death
NNc1nc2sc3c(c2c(=O)n1Cc1ccccc1)CCC3	-0.3
O=C1S/C(=C\c2ccccc2)C(=O)N1Cc1ccccc1	3.3
N#Cc1c(NC(=O)CCN2C(=O)c3ccccc3C2=O)sc2c1CCCC2	2.8
COCCOC(=O)c1ccc(NC(=O)COc2cccc(C)c2C)cc1	1.2
COC(=O)c1c(N)sc(C)c1-c1ccccc1	4.0
CC1=C(C(=O)OC(C)C)C(c2ccc(Cl)cc2)C2=C(CCCC2=O)N1 (stereo unspecified)	-8.9
Cc1ccc(-c2nc3ncccc3o2)cc1NC(=O)c1ccc2ccccc2c1	14.9
COc1ccccc1/C=C1/SC(=S)N(NC(=O)c2ccc(Cl)cc2)C1=O	7.5
O=C(Nc1ccc(Br)cn1)c1ccccc1F	-0.7
COC(=O)C1=C(C)N(C)C(C)=C(C(=O)OC)C1c1cccc(C(F)(F)F)c1	2.3

# (continued)
Compound	ER stress death
CCCCOC(=O)C1=C(C)NC2=C(C(=O)CCC2)C1c1cc2c(cc1Br)OCO2 (stereo unspecified)	1.1
O=C1CC(c2ccccc2)CC2=C1C(c1cccc(Br)c1)Nc1ccccc1N2 (stereo unspecified)	88.1*
CC(=O)C1=C(O)C(=O)N(c2ccccn2)C1c1cccnc1 (stereo unspecified)	12.1
CCOC(=O)c1cc(-c2ccc(Br)cc2)nc2ccccc12	8.9
COc1ccc(C(N)=O)cc1N=NC1=C(O)CC(C)(C)CC1=O	7.7
CC(=O)c1cc(C(=O)Nc2ccc(C(=O)O)cc2)oc1C	0.1
COc1ccccc1NC(=O)Cc1ccc(F)cc1F	15.7
Cc1cc(C)cc(-n2c(C)cc(/C=C3\NC(=O)NC3=O)c2C)c1	-4.4
CC(=O)N(C1CC(C)C(C#N)(C#N)C1(C#N)C#N)N(C)C (stereo unspecified)	-5.7
CSc1ccc(C2Nc3ccccc3NC3=C2C(=O)CC(c2ccccc2)C3)cc1 (stereo unspecified)	91.4*

# (list continues)
Compound	ER stress death
Cc1ccc(/C=N/NC(=O)CSc2ncccn2)cc1	7.5
Cc1cc(O)c(C(C)C)cc1N1C(=O)c2ccc3c4c(ccc(c24)C1=O)CC3	9.7
COc1ccc(Cl)cc1NC(=O)CN1C(=O)c2ccccc2C1=O	0.7
CCOc1c(C)cc2[nH]c(=S)[nH]c2c1C	0.9
O=C(NN=C(/C=C/c1ccccc1)/C=C/c1ccccc1)c1ccc(O)cc1O	-14.3
CC1=C(C(=O)OCc2ccc3c(c2)OCO3)C(c2ccc(N(C)C)cc2)NC(=O)N1 (stereo unspecified)	10.1
CCP(=O)(CC)c1ccccc1CO	3.7
COc1ccc(N2C(=O)CC(Nc3ccc(N4CCCCC4)cc3)C2=O)cc1 (stereo unspecified)	14.2
O=C(NCCO)/C(=C\c1ccc(Br)cc1)NC(=O)c1ccccc1	11.0
O=C(O)c1cc2nc(-c3ccc4c(c3)OCO4)cc(C(F)(F)F)n2n1	2.9

# Remaining list, next part:
Compound	ER stress death
CCN(CC)S(=O)(=O)c1ccc(OC)c(OC)c1	1.8
Cn1cc(/C=C/c2nc3ccccc3c(=O)n2-c2ccc([N+](=O)[O-])cc2)c2ccccc21	5.5
CCN(CC)c1ccc(/C=N/NC(=O)CSc2nc3ccccc3[nH]2)c(O)c1	11.7
COc1ccccc1N1CCN(/N=C\c2ccccc2OCC(=O)O)CC1	8.9
O=C(Nc1ccc2c(c1)OCCO2)C(F)(F)F	7.4
Cn1c(NC(=O)c2ccco2)cc(=O)n(C)c1=O	8.4
Cc1cccc(CC2SC(=Nc3ccccc3)NC2=O)c1 (stereo unspecified)	-0.8
CCOc1cc2c(c([N+](=O)[O-])c1)NC(c1ccccc1)C1CC=CC21 (stereo unspecified)	10.8
CCOc1cc(C=O)ccc1OCCOc1ccc([N+](=O)[O-])cc1	10.0
O=c1c2ccccc2nc(/C=C/c2cccc(Br)c2)n1Cc1ccccc1	16.0

# (list continues)
Compound	ER stress death
Cc1ccc(C(=O)Nc2ccc(C(=O)OCC(C)C)cc2)cc1[N+](=O)[O-]	14.5
COc1ccc(S(=O)(=O)N2CCN(Cc3cc(OC)ccc3OC)CC2)cc1	0.4
C/C(=N\N1C(=O)CN(Cc2ccccc2)C1c1ccccc1)c1ccccc1 (stereo unspecified)	1.0
COc1ccc(NC(=O)c2ccc(Br)o2)c(OC)c1	12.5
O=C/C(=C\Nc1cccc(N/C=C(\C=O)c2nc3cc(Cl)ccc3o2)n1)c1nc2cc(Cl)ccc2o1	5.7
CC(C)CC(=O)N1CCN(Cc2cccc(Oc3ccccc3)c2)CC1	2.1
O=c1[nH]c(/C=C/c2ccc3c(c2)OCO3)nc2ccccc12	-5.5
Cc1c(NC(=O)/C=C/c2cn(-c3ccccc3)nc2-c2ccccc2)c(=O)n(-c2ccccc2)n1C	0.3
Cc1sccc1/C=N/NC(=O)c1cccnc1	8.8
CCOc1cc(/C=C(\C#N)C(=O)NC(C)c2ccccc2)ccc1O (stereo unspecified)	7.9

# Other records follow.
Compound	ER stress death
Cc1onc(-c2ccccc2Cl)c1C(=O)N1CCN(Cc2ccc3c(c2)OCO3)CC1	-2.8
O=C1N/C(=N\N=C\c2ccc(O)cc2)SC1Cc1ccccc1 (stereo unspecified)	7.7
COc1ccccc1/C=C1\SC(=S)N(NC(=O)c2ccccc2O)C1=O	-8.7
O=C(Nc1ccc2c(c1)OCO2)c1ccc2c(c1)C(=O)N(CC1CCCO1)C2=O (stereo unspecified)	-1.5
Cc1ccc(OCCN2CCCC2)cc1C	-9.5
COc1cccc(OC)c1C(=O)ON1C(=O)c2ccccc2C1=O	5.9
CC(C)c1ccc(NC(=O)c2cccc(I)c2)cc1	-13.0
O=C(/C=C/c1cccc([N+](=O)[O-])c1)NCCN1CCOCC1	2.2
CC(C)c1ccc(/C=C/C(=O)N2CCN(c3ccc(F)cc3)CC2)cc1	3.3
O=C1NC(=O)C(=Cc2cc(Br)ccc2OCc2ccc(Cl)cc2Cl)C(=O)N1	-0.5

# Continuation.
Compound	ER stress death
CCc1ccc(NC(=O)c2ccccc2C(F)(F)F)cc1	8.7
CCOC(=O)C1=C(O)/C(=C\c2ccc(OC)cc2)N=C1C	5.3
Cc1cc([N+](=O)[O-])ccc1NC(=S)NC(=O)/C=C/c1ccccc1	5.7
Nc1nnc(-c2ccccc2SCc2ccccc2)s1	7.3
O=C(COc1ccccc1[N+](=O)[O-])Nc1ccc(N2CCOCC2)cc1	-2.1
O=c1oc2cc(OCc3ccccc3)ccc2c2ccccc12	2.3
COc1ccc(C(=O)NCc2ccc3c(c2)OCO3)c(OC)c1	3.2
COC(=O)c1cc(O)cc(S(=O)(=O)c2ccc(C)cc2)c1O	26.1
COc1ccc(C2CC(C(F)(F)F)n3nc(C(=O)Nc4cccc(C(C)O)c4)cc3N2)cc1 (stereo unspecified)	-6.1
COc1ccc(/C=C/C(=O)Nc2ccc(OC(F)(F)F)cc2)cc1	-3.9

# (next part)
Compound	ER stress death
CCOP(=O)(OCC)C(Nc1ccccc1)c1cccc([N+](=O)[O-])c1 (stereo unspecified)	2.9
Nc1nnc(CC(=O)N/N=C/c2ccc(Cl)cc2Cl)s1	5.7
COc1cccc(CN2CCN(C(=O)c3ccco3)CC2)c1OC	9.4
O=C(NC(=S)Nc1ccc(Cl)c(-c2nc3ccccc3o2)c1)c1ccccc1Cl	-0.8
NC(=S)NNC(=O)COc1ccccc1	6.0
COc1ccccc1NC(=O)C1=C(C)NC(SCc2ccccc2)=C(C#N)C1c1ccco1 (stereo unspecified)	7.6
COc1ccc2c(c1OC)C(=O)N(c1nc(-c3ccccc3)c(C(=O)c3ccccc3)s1)C2=O	5.2
COCCNC(=O)CN(c1cccc(OC)c1)S(=O)(=O)c1ccccc1	2.5
O=C(O)c1cc2n(n1)C(C(F)(F)F)CC(c1ccc3c(c1)OCO3)N2 (stereo unspecified)	6.1
CCCCCOC(=O)C1=C(C)NC2=C(C(=O)CCC2)C1c1cccc(Cl)c1Cl (stereo unspecified)	0.9

# Next entries follow.
Compound	ER stress death
O=C(Nc1ccc(Cl)cc1)N1CCN(c2ccc(Cl)cc2)CC1	7.8
CCn1nc(C)c(Cc2c(C)nn(CC)c2C)c1C	-2.8
COc1ccc(Br)cc1C(=O)Nc1cccc(-c2nc3ccccc3[nH]2)c1	5.9
CCOc1ccc(NC(=O)C2=C(C)NC(=S)NC2c2ccc(OC)c(OC)c2)cc1 (stereo unspecified)	12.7
COc1ccccc1CNC(=O)c1ccc(OC)c(OC)c1	10.8
Cn1nccc1C(=O)Nc1nc2ccccc2s1	2.6
CCCC(=O)NS(=O)(=O)c1ccc(NS(C)(=O)=O)cc1	3.5
Cc1cc(I)ccc1NC(=O)c1ccc([N+](=O)[O-])c(C)c1	3.2
COc1cccc(OCCNc2cc(N3CCCC3)ccc2[N+](=O)[O-])c1	7.9
O=C(CN(Cc1ccccc1)S(=O)(=O)c1ccccc1)Nc1cccc2ccccc12	0.7

# In the list so far, these contain a thiophene ring, fused or not.
Compound	ER stress death
CCOC(=O)c1c(NC(=O)c2cc3n(n2)C(C(F)(F)F)CC(c2ccco2)N3)sc(C)c1C (stereo unspecified)	-7.1
NNc1nc2sc3c(c2c(=O)n1Cc1ccccc1)CCC3	-0.3
N#Cc1c(NC(=O)CCN2C(=O)c3ccccc3C2=O)sc2c1CCCC2	2.8
COC(=O)c1c(N)sc(C)c1-c1ccccc1	4.0
Cc1sccc1/C=N/NC(=O)c1cccnc1	8.8

# Next part.
Compound	ER stress death
O=C(NC(C(=O)c1ccccc1)N1CCCC1)c1ccco1 (stereo unspecified)	9.4
Cc1ccc(/C(N)=N/OC(=O)c2cccc(Br)c2)cc1	4.9
CCOc1ccc(N2C(=O)NC(=O)/C(=C\c3ccc(N(CC)CC)cc3OC)C2=O)cc1	0.8
O=C(NN1C(=O)/C(=C/c2cccnc2)SC1=S)C(c1ccccc1)c1ccccc1	-1.5
CC(C)(C)N1C(=O)NC(=O)C(=Cc2ccc([N+](=O)[O-])s2)C1=O	1.3
CCNC(=O)NC(C(=O)OC)C12CC3CC(CC(C3)C1)C2 (stereo unspecified)	-5.0
Cc1ccc(S(=O)(=O)N(CC(C)C)CC(C)C)cc1	5.3
CCOc1ccc(NC(=S)NC(NC(=O)c2ccccc2)C(Cl)(Cl)Cl)cc1 (stereo unspecified)	11.4
O=c1/c(=C/c2cccc([N+](=O)[O-])c2)sc2nnc(-c3ccccc3)n12	2.1
CCOC(=O)C1=NN(C(=O)Cc2ccccc2)C(O)(c2ccc(Cl)cc2)C1 (stereo unspecified)	-2.9

# More records follow:
Compound	ER stress death
Cc1ccc(NC(=O)C2C3C4CCC(C4)C23)cc1 (stereo unspecified)	0.3
COc1ccc(OCC(O)COc2ccc(C(=O)O)cc2)cc1 (stereo unspecified)	-2.6
O=C(c1cccc(Cl)c1Cl)N1CCN(c2ccc([N+](=O)[O-])cc2)CC1	1.9
O=C(O)c1ccc2c(c1)c1c(n2Cc2ccccc2)CCS(=O)(=O)C1	16.3
CC1(C)CC(=O)C2=C(C1)NC1=C(C(=O)c3ccccc31)C2c1ccc(OC(=O)c2sc3ccccc3c2Cl)cc1 (stereo unspecified)	3.3
CCOc1ccccc1NC(=O)c1c(NC(=O)c2ccc(C)cc2)sc2c1CCCC2	6.2
N#CC(C#N)=Cc1ccc(-c2ccc(S(N)(=O)=O)cc2)o1	7.5
CC(C)COc1ccc(C(=O)Nc2cccc3ccccc23)cc1	-2.8
O=C1NC(=S)N(c2ccccc2)C(=O)/C1=C/c1cc(Br)c(O)c(Br)c1	2.0
CC(C)=CCCC(C)CC1OCC(C)O1 (stereo unspecified)	-9.4

# Further entries follow:
Compound	ER stress death
COC(=O)c1c(C(F)(F)F)cc(-c2ccccc2)nc1C	-0.4
CCOC(=O)C1=C(C)N=c2s/c(=C\c3ccc(OCC)cc3)c(=O)n2C1c1ccccc1 (stereo unspecified)	2.2
O=C1CC(=O)N(c2ccc(Br)cc2)N1	17.2
CCC12CC3CC(C1)CC(C(=O)NNC(N)=O)(C3)C2	11.4
O=C1C2C3C=CC(C4CC34)C2C(=O)N1Cc1ccc(F)cc1 (stereo unspecified)	6.2
COC(=O)c1ccc(/C=C2/C=C(c3ccc(OC)cc3)OC2=O)cc1	0.5
CCOc1ccc(-n2c(O)c(C=NCCCO)c(=O)[nH]c2=O)cc1	-1.4
Cc1ccn2c(NC(=O)/C=C/c3ccccc3)c(-c3ccccc3)nc2c1	1.1
Cc1ccc(-c2ccc(/C=C3/SC(=S)NC3=O)o2)cc1Cl	-2.0
COC(=O)c1cc(S(=O)(=O)N2CCOCC2)ccc1Cl	3.3

# New compounds follow:
Compound	ER stress death
O=C1NC(=S)N(c2ccc(Cl)cc2)C(=O)/C1=C/c1ccc(N2CCOCC2)o1	-1.5
Cc1cccc(C(=O)NCc2ccncc2)c1	5.4
COc1ccc2nc(NC(=O)c3ccc(C(C)(C)C)cc3)sc2c1	6.6
CC(C)(C)c1ccc(OCC(=O)Nc2cccc(NC(=O)c3cccc(Cl)c3)c2)cc1	2.9
